NPY2 pot ag: potentiates or activates human NPY-Y2 receptor | P49146 | cells expressing NPY-Y2, potentiator/agonist read-out | activation, % at 3.6 µM | 0.45% of 220,000 active; in the data active = activation above about 27%;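 note: cells stimulated with NPY near EC25 plus isoproterenol at EC100; 0% = vehicle plus submaximal agonist and 100% = vehicle plus saturating agonist; some results beyond the cut were filed as inactive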
Target sequence (P49146 whole entry, looked up): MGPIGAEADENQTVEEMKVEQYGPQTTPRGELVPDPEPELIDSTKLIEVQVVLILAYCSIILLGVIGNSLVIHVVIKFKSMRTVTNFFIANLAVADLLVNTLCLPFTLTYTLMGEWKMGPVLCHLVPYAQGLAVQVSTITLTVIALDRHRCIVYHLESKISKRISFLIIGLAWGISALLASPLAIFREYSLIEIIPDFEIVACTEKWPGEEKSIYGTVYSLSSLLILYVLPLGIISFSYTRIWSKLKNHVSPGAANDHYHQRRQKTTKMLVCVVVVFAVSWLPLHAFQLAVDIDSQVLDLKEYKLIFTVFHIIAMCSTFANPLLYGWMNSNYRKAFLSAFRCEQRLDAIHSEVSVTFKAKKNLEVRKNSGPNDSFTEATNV
Runt-CBFb FRET: inhibitors of human RUNX1 Runt domain binding to CBFb; Cerulean-Runt/Venus-CBFb FRET ratio 530/480, 1 h; inhibition, % at 20 µM; 0.46% of 220,000 active; AID 1496;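 active = inhibition over about 50% at 20 µM in the single-dose screen, limit read from the data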;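 note: 0% = DMSO wells and 100% = excess unlabeled CBFb competitor control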
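Assay system: Cerulean-Runt domain fusion protein, energy donor; Signal: fluorescence energy transfer, 422 nm excitation, 530/480 nm emission; Timing: 1 h compound exposure, room temperature; Control set: unlabeled CBFb; Medium: Tris buffer pH 7.5 with salts and BSA; Compound: single test concentration of 20 µM, 1% DMSO final; Probe or stimulus: Venus-CBFb 100 nM.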
NPY-Y1 PAM-ag: human NPY-Y1 potentiation or agonism, primary screen; NPY-Y1 expressing cells, potentiator/agonist activation; activation, % at 3.6 µM; AID 1304; 0.37% of 220,000 active; in the data active = activation above about 33%, passing the limit was not always enough;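 note: cells stimulated with NPY at EC10 then isoproterenol at EC100; 0% = low agonist plus stimulus and 100% = saturating agonist plus stimulus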
Target sequence (P25929 whole entry, looked up): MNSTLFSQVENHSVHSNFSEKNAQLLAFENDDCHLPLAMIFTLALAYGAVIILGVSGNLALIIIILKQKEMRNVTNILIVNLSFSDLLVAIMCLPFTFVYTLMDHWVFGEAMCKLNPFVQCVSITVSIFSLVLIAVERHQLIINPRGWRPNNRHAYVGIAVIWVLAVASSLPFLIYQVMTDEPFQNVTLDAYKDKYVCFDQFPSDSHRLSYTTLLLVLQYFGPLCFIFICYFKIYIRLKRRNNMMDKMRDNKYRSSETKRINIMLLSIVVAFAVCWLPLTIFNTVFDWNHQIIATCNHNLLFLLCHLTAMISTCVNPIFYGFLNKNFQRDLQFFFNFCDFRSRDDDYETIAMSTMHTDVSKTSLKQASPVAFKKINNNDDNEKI
Runt-SMMHC FRET: blocks binding of human RUNX1 Runt domain to CBFb-SMMHC. Q01196+Q13951. Cerulean-Runt/Venus-CBFb-SMMHC FRET ratio 530/480, 1 h. inhibition, % at 20 µM. 0.74% of 220,000 active;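 active = mean inhibition across duplicate retests at 20 µM reaching about 50%, limit read from the data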;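 note: 0% = DMSO wells and 100% = wells with excess untagged CBFb-SMMHC; inhibitors lower the FRET ratio by blocking Runt binding to CBFb-SMMHC; some results filed as inactive read as strong as hits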
Mdm2 ligase inh: blocks human Mdm2 ubiquitin ligase activity; Q00987; cell-based MDM2 ubiquitination luciferase reporter, 2 h; 0 = plate control, 100 = twice control, blank-subtracted; signal enhancement, % at 5 µM; 0.11% of 210,000 active;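 active = signal enhancement of 30% or more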;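 note: luminescence tracks abundance of the self-degrading MDM2-luciferase fusion protein; higher signal means inhibition of MDM2 E3 ligase activity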
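test system = mammalian cells stably expressing self-ubiquitinating, self-degrading MDM2 E3–luciferase fusion | quantity = 2000 cells/well | incubation = cell settling 4 h, compound treatment 2 h, both 37 °C | signal = luminescence with SteadyLite reagent, 15 min at room temperature | evaluation = % enhancement relative to plate controls after blank subtraction | benchmarks = plate controls and plate blanks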
RBBP9 inhibitor: blocks human serine hydrolase RBBP9. AID 1515. 0.2% of 220,000 active. inhibition, % at 7.94 µM. O75884. recombinant RBBP9, FP-Rh probe fluorescence polarization;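 active = inhibition above the campaign mean of all tested compounds plus 3 SD, cut at about 14% in these data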;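 note: plate controls were DMSO wells with RBBP9 for no effect and wells lacking RBBP9 protein for full effect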
Target sequence (O75884 whole entry, looked up): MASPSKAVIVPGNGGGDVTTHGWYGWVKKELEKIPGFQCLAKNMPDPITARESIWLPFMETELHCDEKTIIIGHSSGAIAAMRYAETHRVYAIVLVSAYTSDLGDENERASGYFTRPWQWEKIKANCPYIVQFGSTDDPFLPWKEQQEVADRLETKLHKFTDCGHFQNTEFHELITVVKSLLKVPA
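System: RBBP9 protein | Quantity: 2.5 µM RBBP9 dispensing solution, before mixing | Reagent: FP-Rh probe, 375 nM dispensing solution | Timing: Enzyme-compound preincubation 30 min, then probe labeling 45 min, 25 °C | Measured by: Fluorescence polarization | Read-out: % inhibition | Replication: One well per compound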
Hck Nef HTS: blocks Nef-activated human Hck kinase; P08631; Recombinant Hck-YEEI plus Nef, Z-Lyte FRET kinase assay; inhibition, % at 20 µM; 0.68% of 220,000 active;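 active = Hck-Nef kinase inhibition above about 50%, limit read from the data; inactive = inhibition below that limit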;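 note: 0% = DMSO with Hck plus Nef and 100% = Hck alone without Nef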
NPY-Y1 antag: blocks the human neuropeptide Y Y1 receptor. HEK293-CNG Y1 cells, membrane potential fluorescence; NPY at EC95, then isoproterenol. P25929. 1% of 200,000 active. inhibition, % at 3.6 µM;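 active = inhibition above the campaign mean inhibition of all tested compounds plus 3 SD, cut at about 20% in these data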;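 note: 0% = DMSO wells given NPY plus isoproterenol and 100% = isoproterenol alone without NPY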
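material = HEK293 cells with Y1 receptor plus CNG channel | also added = NPY 25 nM then isoproterenol 1 µM plus Ro 20-1724 25 µM | schedule = dye 3 h, compound 60 min room temperature, stimulation 45 min | measured by = membrane potential fluorescence | benchmarks = high control isoproterenol alone, low control NPY with isoproterenol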
p97 ATPase inh: blocks human p97 ATPase activity; P55072; recombinant p97 ATPase, Kinase-Glo ATP luminescence, 3 h; inhibition, % at 8 µM; 0.42% of 220,000 active; AID 1481; in the data active = inhibition above about 15%;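 note: 0% = DMSO vehicle and 100% = wells lacking enzyme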
* hit, by the source's call; · = no result given. This is a random part of the collection, and some 3.5% of all compounds hit somewhere here.

NPY2 pot ag | Runt-CBFb FRET | NPY-Y1 PAM-ag | Runt-SMMHC FRET | Mdm2 ligase inh | RBBP9 inhibitor | Hck Nef HTS | NPY-Y1 antag | p97 ATPase inh | Molecule
20 | -4 | 14 | 1 | -16 | -5 | 9 | -6 | 3 | COc1ccccc1NC(=O)C1=C(C)Nc2nnnn2C1c1cccc(Br)c1 (configuration not stated)
-6 | -3 | -5 | 3 | -16 | 1 | 0 | 7 | -7 | CCN(CC)c1ccc(/C=N/OCC(=O)N2CCCc3ccccc32)cc1
-11 | 2 | -6 | -3 | -19 | -7 | 7 | 3 | 4 | O=C(CN1C(=O)c2ccccc2C1=O)Nc1nnc(C2CCCO2)s1 (configuration not stated)
-5 | 3 | 11 | 1 | -17 | -5 | -1 | -1 | -1 | CN(C)C(=O)CSc1nnc(-c2ccncc2)n1Cc1ccco1
-3 | 0 | -3 | -7 | -22 | -12 | 1 | 10 | 1 | O=C(Nc1ccccc1)c1cccc(N2CCCC2=O)c1
-11 | 5 | -14 | -4 | -24 | -6 | 1 | 1 | -2 | COc1cc(/C=C(\NC(=O)c2ccccc2)C(=O)Nc2cccc(O)c2)c([N+](=O)[O-])cc1OC
-22 | · | -5 | · | -1 | 2 | 25 | 1 | 6 | CCCCn1c(=O)c(C(=O)N/N=C/c2ccc(F)cc2)c(O)c2ccccc21
0 | -1 | -23 | -6 | -4 | -3 | 1 | -6 | -2 | CCCCn1c(SCC(=O)Nc2ccc3c(c2)OCO3)nc2c1c(=O)n(C)c(=O)n2C
-3 | -2 | 12 | 5 | -12 | 0 | 2 | -5 | 0 | CC(C)C(NC(=O)C12CC3CC(CC(C3)C1)C2)C(=O)NC1=NCCS1 (configuration not stated)
-6 | 1 | -2 | 3 | 4 | 4 | 11 | 1 | -3 | CSc1ncccc1C(=O)N1CCCC(CCC(=O)NCc2ccc(F)c(F)c2)C1 (configuration not stated)
-10 | 3 | -27 | -2 | -14 | 1 | 2 | -7 | -2 | O=C(CSc1nc(-c2ccccc2)cc(C(F)(F)F)n1)NCCN1CCOCC1
-15 | 0 | -2 | -4 | -4 | -8 | 1 | -4 | 1 | Cc1noc(NS(=O)(=O)c2ccc(NC(=O)CSc3n[nH]c(-c4ccccc4)n3)cc2)c1C
10 | 5 | -5 | 0 | · | -2 | -5 | 2 | 6 | COc1ccc(Nc2nc(-c3ccc(OC)cc3)cs2)cc1
4 | -1 | 5 | 0 | -14 | -5 | 0 | 0 | 1 | O=C(CCc1c[nH]c2ccccc12)NCC1CCCO1 (configuration not stated)
6 | 7 | 2 | 10 | -5 | 4 | -166 | · | 0 | COc1ccc(NN=Nc2nc3c([nH]2)c(=O)n(C)c(=O)n3C)cc1
16 | 19 | -12 | 43 | -9 | -2 | 0 | 5 | 3 | O=C1S/C(=C\c2ccc(N3CCOCC3)o2)C(=O)N1Cc1c(F)cccc1Cl
-2 | 2 | -19 | 2 | -9 | -4 | 0 | 2 | 2 | CCc1nnc(N/N=C/c2cccs2)n1N
8 | 1 | 2 | 3 | 8 | -1 | 22 | · | 5 | O=C(Cn1cnc2c(nnn2Cc2ccc(F)cc2)c1=O)NCc1ccccc1
-4 | 4 | -10 | 8 | -28 | -4 | -5 | -1 | 2 | COc1ccc(NC(=O)c2cc3cc(OC)ccc3oc2=N)cc1
-13 | 1 | 8 | -1 | -5 | -4 | 22 | -3 | -1 | Cc1[nH]c(=O)[nH]c(=O)c1NC(=O)c1ccc(OC(C)C)cc1
6 | 2 | -26 | 1 | -16 | -1 | 0 | 22* | 3 | O=C1CCC(C(=O)N(Cc2ccco2)C2(C(=O)NC3CCCC3)CCCCC2)N1 (configuration not stated)
-20 | -2 | -15 | 0 | 1 | -6 | 0 | 6 | 2 | CCOC(=O)c1c(C)oc2c(CN3CCN(C)CC3)c(Br)c(OC)c(O)c12
8 | 0 | -17 | -2 | -15 | 1 | -2 | 3 | 1 | N#C/C(=C(/O)c1cccs1)c1nnc2n1CCCCC2
10 | 4 | 0 | 1 | -3 | -5 | -22 | -1 | 6 | Cc1cc(C)cc(OCC(=O)OCC(=O)NCc2ccco2)c1
7 | -2 | 17 | -4 | -16 | 6 | -1 | -5 | 1 | CSCC[C@H](NC(=O)CC(C)(C)C)c1nc2ccccc2[nH]1

A few values from the list.
NPY-Y1 PAM-ag result of O=C(CCc1c[nH]c2ccccc12)NCC1CCCO1 (configuration not stated) : 5
Runt-CBFb FRET result of CCN(CC)c1ccc(/C=N/OCC(=O)N2CCCc3ccccc32)cc1 : -3

The listing continues.
NPY2 pot ag | Runt-CBFb FRET | NPY-Y1 PAM-ag | Runt-SMMHC FRET | Mdm2 ligase inh | RBBP9 inhibitor | Hck Nef HTS | NPY-Y1 antag | p97 ATPase inh | Molecule
-13 | -1 | 1 | -1 | -5 | 3 | 2 | -2 | 1 | COC(=O)[C@@H](NC(=O)NCc1ccco1)C(C)C
-6 | 1 | -4 | 0 | -2 | 0 | -9 | -1 | 3 | CCOC(=O)c1[nH]ncc1CN1CCCC(C(=O)c2cccc(OC(C)C)c2)C1 (configuration not stated)
-4 | 0 | 13 | -1 | -12 | -3 | 19 | 1 | 3 | O=C(COC(=O)c1ccccn1)Nc1ccccc1OC(F)F
0 | -10 | 7 | 0 | -8 | -7 | 1 | 7 | 6 | CCCCOc1ccc(-c2nc(/C=N/c3nccs3)c(O)o2)cc1
8 | -1 | -2 | 7 | -6 | -6 | 0 | 2 | -7 | Cc1c2cccn2cc[n+]1C
4 | -2 | 28 | -24 | -15 | -3 | -85 | · | 8 | O=C(O)COc1ccccc1/C=N/NC(=O)c1cc2ccccc2cc1O
-3 | -4 | -9 | 9 | -19 | -10 | 0 | -2 | -6 | CCC(C)(C)NC(=O)/C=C/c1ccc(OC)c(S(=O)(=O)N2CCOCC2)c1
-6 | 1 | 6 | 3 | -24 | -5 | 5 | 0 | 8 | O=C(NCC(=O)N(Cc1ccco1)C(C(=O)NC1CCCC1)c1cccnc1)c1cccs1 (configuration not stated)
1 | 0 | -36 | 1 | -11 | -4 | 1 | 6 | -3 | CC(=O)c1cccc(NC(=O)NCc2cccs2)c1
-4 | 1 | -2 | 2 | -21 | -10 | -8 | · | -9 | CCN(CC)Cc1c(O)ccc2c(=O)c(Oc3ccccc3OC)c(C)oc12
0 | 0 | -6 | -1 | -9 | 1 | 11 | 8 | 2 | CCOC(=O)C1=C(CN2CCCCCC2)NC(=O)NC1c1ccc2c(c1)OCO2 (configuration not stated)
-7 | 3 | 4 | -3 | 3 | -2 | 23 | 4 | 0 | Cc1ccc(C2C(C#N)=C(N)Oc3n[nH]c(-c4cccnc4)c32)o1 (configuration not stated)
6 | 0 | 10 | 2 | 5 | -3 | 3 | 7 | 9 | C=C(C)c1cccc(C(C)(C)NC(=O)Nc2ccc3[nH]c(=O)[nH]c3c2)c1
10 | -3 | 6 | -1 | -25 | -6 | 0 | -10 | -6 | O=C(Nc1ccccc1)c1ccc(CSc2ccccn2)cc1
-1 | -2 | 19 | 1 | -12 | 1 | 8 | · | -3 | Cc1cc(NC(=O)NN2CCOCC2)nn1-c1c(Cl)cccc1Cl
11 | -6 | 9 | -4 | · | -12 | 8 | 13 | 5 | CC(C)(C)CC(C)(C)NC(=O)CSCC(=O)Nc1ccc2ccccc2c1
4 | -1 | 3 | -1 | -12 | 6 | 0 | 1 | 5 | CC(O)CNc1cc(N)c([N+](=O)[O-])cc1[N+](=O)[O-] (configuration not stated)
4 | -2 | -1 | -1 | -20 | 2 | 11 | 0 | 2 | COC(=O)c1c(NC(=O)c2ccoc2C)sc2c1CCC2
-27 | 4 | -8 | -6 | -9 | -5 | -5 | 7 | -3 | COc1cc(NC(=S)NC(=O)c2cccs2)ccc1NC(=O)C(C)C
-4 | 1 | 24 | 0 | -3 | -5 | 11 | · | 6 | O=C(c1ccc(F)cc1)N1CCN2C(=O)c3ccccc3C12c1ccccc1 (configuration not stated)
10 | 6 | 9 | 9 | -8 | -6 | 1 | -1 | 1 | O=C(CC(Sc1ccccc1)c1cccs1)c1ccco1 (configuration not stated)
1 | 1 | 7 | 2 | -5 | 0 | 2 | -3 | 3 | CN(C)CC(O)COc1cccc(OCC(O)CN(C)C)c1 (configuration not stated)
-11 | -3 | -11 | -7 | 2 | -8 | 1 | 5 | 2 | Cc1cc(N=CC2=C(O)CCCC2=O)no1
1 | -12 | 19 | -5 | -12 | -5 | 2 | 0 | -4 | O=C(Cn1cc(SCc2ccccc2Cl)c2ccccc21)N1CCOCC1
1 | 0 | -44 | -3 | -10 | -6 | 3 | 2 | 0 | COc1ccc(C(=O)CCc2nc3ccccc3s2)cc1

For convenience, two of the compounds above.
NPY2 pot ag | Runt-CBFb FRET | NPY-Y1 PAM-ag | Runt-SMMHC FRET | Mdm2 ligase inh | RBBP9 inhibitor | Hck Nef HTS | NPY-Y1 antag | p97 ATPase inh | Molecule
1 | -12 | 19 | -5 | -12 | -5 | 2 | 0 | -4 | O=C(Cn1cc(SCc2ccccc2Cl)c2ccccc21)N1CCOCC1
1 | 0 | -44 | -3 | -10 | -6 | 3 | 2 | 0 | COc1ccc(C(=O)CCc2nc3ccccc3s2)cc1

Going on with the list:
NPY2 pot ag | Runt-CBFb FRET | NPY-Y1 PAM-ag | Runt-SMMHC FRET | Mdm2 ligase inh | RBBP9 inhibitor | Hck Nef HTS | NPY-Y1 antag | p97 ATPase inh | Molecule
4 | 1 | -8 | 0 | 13 | 0 | 5 | 1 | -2 | Cc1[nH]c(C(=O)O)c(C)c1C(=O)OC(C)C
14 | -2 | 1 | 1 | -16 | -4 | 1 | 0 | 4 | Cn1c(N)c(C(=O)COC(=O)Cn2cc(C(F)(F)F)ccc2=O)c(=O)n(C)c1=O
3 | 16 | -6 | 1 | -3 | 1 | -20 | -1 | 4 | CCOC(=O)c1c(C)n(O)c2ccc(Cl)cc2c1=O
-24 | -2 | -12 | -5 | -3 | -10 | 14 | · | 8 | COc1ccc(/C=N/NC(=O)c2ccccc2O)cc1CN1CCOCC1
-9 | 2 | 7 | 3 | -3 | -6 | -1 | -3 | 2 | C/C(=N\NC(=O)C1CC1)c1cccc(NC(=O)c2cccc(Cl)c2)c1
-1 | 2 | 4 | 33 | -27 | -6 | 26 | -1 | 0 | CCCc1nnc(SCC(=O)N2C(C)CCCC2C)n1CC (configuration not stated)
-11 | · | 10 | -8 | 2 | 0 | -2 | 1 | 1 | O=C1C2C3C=CC(CC3)C2C(=O)N1/N=C/c1ccccc1O (configuration not stated)
· | 1 | · | 1 | 13 | · | 28 | · | · | CC1(c2nnc(-c3ccc(F)cc3)o2)CC(c2cccc(Cl)c2)=NO1 (configuration not stated)
